# Bioassay records as filed in PubChem.
# SMN2 splice up = qHTS Assay for Enhancers of SMN2 Splice Variant Expression; hit rate 2.8% among 210,000; HEK293 SMN2-luciferase splicing reporter, luminescence, 30-36 h; AID 1458, 2008; Potency, µM (titrated, usually from 46.1 µM), for inactives: at the highest dose activity change, positive = activation, usual class: activators; active means well fitted activation curve with a large enough effect; inconclusive means small, poorly fitted or top-dose-only effect; inactive means no such curve, though single readings can be large or run the other way; further: % of control where 0% means no effect; nearly all actives have a fitted effect of over 55% in size
#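 HEK293 cells carry an SMN2 […]–luciferase reporter in which exon 7 inclusion puts luciferase in frame. Cells were plated 10-12 h before compound addition, then incubated 30-36 h at 37C. ONE-Glo luminescence was read; sodium butyrate at 4.5 mM final served as control.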
# * = called active by the depositor; u = inconclusive; [ ] = dose if it differs, or a comment. Potency means the concentration at half of the fitted maximal effect. These rows are one share of the data; the hit share may differ from the screen's.
SMN2 splice up | mol
-2.5% | Cc1ccc(-c2nc3nc(C)cc(N4CCN(c5cccc(C)c5C)CC4)n3n2)cc1
20.4% | COc1ccc(CCNC(=O)CCc2c(C)nc3cc(-c4ccccc4)nn3c2C)cc1OC
-5.5% | CCC(=O)N1CCc2cc(S(=O)(=O)CCC(=O)NCc3ccc(C)cc3)ccc21
-13.7% | Cc1cccc(NS(=O)(=O)c2ccc3[nH]c(=O)[nH]c3c2)c1C
-1.2% | COc1ccc(/C=C(\NC(=O)c2ccccc2)C(=O)NC2CCCCC2)cc1
3.5% | COc1ccccc1CNC(=O)C1CCN(Cc2nc(-c3ccc(OC)c(OC)c3)oc2C)CC1
8.4% | Cc1cccc(NC(=O)Cn2c(=O)n(CCc3ccccc3)c(=O)c3sc4ccccc4c32)c1
-1.8% | Cc1nc(CC(=O)Nc2cc(Cl)ccc2C)cs1
-1.3% | Cc1ccc(CSc2ncc(Cl)c(C(=O)Oc3ccc(F)cc3)n2)cc1
6.1% | CCCN1C(=O)C(Cc2nc3ccccc3c(=O)n2-c2cccc(C)c2)c2ccccc21 (stereo unspecified)
0.8% | O=C(Nc1ccc(Cl)cc1)N1CCN(c2ccc3nnc(-c4ccccc4)n3n2)CC1
6.5% | O=C(CCS(=O)(=O)c1cc(Br)cc2c1N(C(=O)C1CC1)CC2)NCc1ccc(Cl)cc1
-36.2%[inhibitor] | Cc1ccc(S(=O)(=O)c2c(O)cc(C)c(NS(=O)(=O)c3ccc(Cl)cc3)c2C)cc1
-29.2% | Cc1ccc(C2C=C(c3ccc(F)cc3)Nc3nc(CCCO)nn32)cc1 (stereo unspecified)
1.7% | CCc1nn(CC(=O)Nc2c(C)cc(C)cc2C)c(=O)c2cc3sccc3n12
-2.7% | Cc1cccc(NC(=O)N2CCC3(CC2)Oc2ccccc2C(=O)N3Cc2ccccc2F)c1C
-104.5%[inhibitor] | COc1ccc(C2c3c(-c4ccc(F)cc4)n[nH]c3C(=O)N2c2ccccc2)cc1OC (stereo unspecified)
-3.7% | O=C(COc1ccc([N+](=O)[O-])cc1)Nc1cccc2cccnc12
8.5% | CCCCN(C)CCNC(=O)C1CCCN(S(=O)(=O)c2ccc3c(c2)oc(=O)n3C)C1 (stereo unspecified)
-10.9% | O=C(Nc1ccc2oc(-c3cccc(Cl)c3Cl)nc2c1)c1cccc(Br)c1

# Following part:
SMN2 splice up | mol
-11.6% | Cc1c2cnn(-c3ccccc3)c(=O)c2c(C)n1CCCC(=O)Nc1cccc(F)c1
2.8% | Cc1ccc2c(=O)cc(C(=O)Nc3nnc(C)s3)oc2c1
5.4% | CCOCCCNC(=O)c1cc2c(=O)n(C)c3ccccc3c2n1C
-14.4% | CN(C)c1ccc(/C=C/c2nc(-c3ccccc3O)n(-c3ccccc3)n2)cc1
-6.5% | CCOC(=O)Cn1c(=O)c2c(nc(N3CCOCC3)n2Cc2ccccc2)n(C)c1=O
-10.2% | CCc1ccc2oc(-c3ccc(C)c(NC(=O)c4ccc(C#N)cc4F)c3)nc2c1
-2.5% | COc1ccc(Br)c2c1-c1nc(NC(=O)c3ccc(F)cc3)sc1C2
11.5% | COc1ccc(NC(=O)CC2C(=O)N(c3ccc(C)cc3)C(=O)N2Cc2ccc(C)cc2)cc1 (stereo unspecified)
0.3% | CCS(=O)(=O)c1nc2ccccc2n1CC(=O)Nc1ccccc1C(=O)OC
1.5% | O=c1nc2sc3ccccc3n2c(=O)n1-c1ccc(Cl)c(Cl)c1
2.3% | COc1cc(NC(=O)C(Cc2ccccc2)NS(=O)(=O)c2cccc3nsnc23)cc(OC)c1 (stereo unspecified)
-5.0% | Cc1cccc(N2CCN(C(=O)C3CCN(S(=O)(=O)c4cccs4)CC3)CC2)c1C
-5.1% | Cc1ccc(-n2c(=O)c3ccc(C(=O)NCc4ccco4)cc3n(Cc3ccccc3Cl)c2=O)cc1
3.1% | COc1ccc(-c2nsc(NC(=O)COc3ccc(C)c(C)c3)n2)cc1
-11.4% | N#Cc1c(C(F)(F)F)cc(-c2cccs2)nc1SCC(=O)Nc1ccc(Cl)cc1
-25.5% | COc1ccc(-c2[nH]c(-c3ccc(O)cc3)nc2-c2ccccc2)cc1
-2.3% | CCOC(=O)c1ccc(NC(=O)CCc2c(C)nc3c(-c4ccc(F)cc4)c(C)nn3c2C)cc1
0.2% | Cc1ccccc1C(=O)Nc1cccc(OCc2cc(=O)n3c(C)csc3n2)c1
-11.7% | COc1ccc(C2CC(=O)N(CC(=O)Nc3ccc(C(C)=O)cc3)c3ccccc3S2)cc1OC (stereo unspecified)
-2.2% | CC(C)c1ccc2occ(CC(=O)Nc3ccccc3Cl)c2c1

# Looked up by structure from the entries so far:
SMN2 splice up | mol
-11.7% | COc1ccc(C2CC(=O)N(CC(=O)Nc3ccc(C(C)=O)cc3)c3ccccc3S2)cc1OC (stereo unspecified)
-6.5% | CCOC(=O)Cn1c(=O)c2c(nc(N3CCOCC3)n2Cc2ccccc2)n(C)c1=O
2.3% | COc1cc(NC(=O)C(Cc2ccccc2)NS(=O)(=O)c2cccc3nsnc23)cc(OC)c1 (stereo unspecified)
0.2% | Cc1ccccc1C(=O)Nc1cccc(OCc2cc(=O)n3c(C)csc3n2)c1
2.8% | Cc1ccc2c(=O)cc(C(=O)Nc3nnc(C)s3)oc2c1
-5.1% | Cc1ccc(-n2c(=O)c3ccc(C(=O)NCc4ccco4)cc3n(Cc3ccccc3Cl)c2=O)cc1

# Carrying on.
SMN2 splice up | mol
-4.6% | O=C(NC1(C(F)(F)F)C(=O)Nc2c1c(=O)[nH]c(=O)n2-c1ccccc1)c1ccccc1 (stereo unspecified)
-4.5% | Cc1ccc(-c2ccc(CCC(=O)O)n2-c2cccc(C)c2C)cc1
-15.4% | CCc1cccc(NC(=O)CCc2nc3cccnc3n2-c2ccccc2)c1
-6.2% | Cc1sc2c(c1C)c(=O)n(-c1ccccc1)c(=O)n2CC(=O)c1ccc(Cl)cc1
-18.0% | CC(C)c1ccc(NC(=O)C(C)N(c2ccccc2)S(C)(=O)=O)cc1 (stereo unspecified)
-9.9% | Cn1c(=O)oc2cc(S(=O)(=O)N3CCCC(C(=O)N4CCN(c5ccc(F)cc5)CC4)C3)ccc21 (stereo unspecified)
4.7% | COc1cccc2c1cc1c(=O)n(CC(=O)NC3CC3)nc(C)n12
3.3% | COc1ccc(NC(=O)CCN2CCN(CCO)CC2)c(OC)c1
14.2% | COc1ccc(-c2cc(=O)c3cc(OCC(=O)OC(C)C)ccc3o2)cc1
0.0% | O=C1CN(C(=O)COc2ccccc2)C(c2ccc(F)cc2)c2cc(Br)ccc2N1 (stereo unspecified)
-4.9% | COc1cccc(NC(=O)CSCn2nnc3c(=O)[nH]c(Cc4ccc(F)cc4)nc32)c1
-13.7% | Cc1cc(C)n(CCc2nc3c4ccccc4nc(N4CCN(c5ccc(F)cc5)CC4)n3n2)n1
13.1% | CCOc1ccc(CNC(=O)c2nn(-c3ccc(OC)cc3)c(=O)c3c2c2ccccc2n3C)cc1
-6.3% | CCSc1ncc(Cl)c(C(=O)Nc2c(C(=O)c3ccc(C)c(F)c3)oc3ccccc23)n1
-1.3% | Cc1nn2c3c(cnc2c1-c1ccc(F)cc1)C(=O)CC(c1ccccc1)C3 (stereo unspecified)
3.3% | CCc1ccc(NC(=O)CCc2c(C)nc3nc(-c4cc(OC)cc(OC)c4)nn3c2C)cc1
-6.5% | CCOC(=O)CSc1nc2sc3c(c2c(=O)n1Cc1ccccc1)CC(C)CC3 (stereo unspecified)
-15.3% | Cc1oc2ccc(O)c(CN3CCCCCC3)c2c1C(=O)Nc1cccc(Cl)c1C
9.9% | O=C(NCCC1=CCCCC1)c1ccc2c(c1)N(Cc1ccccc1F)C(=O)c1ccccc1S2=O (stereo unspecified)
-28.1% | CCN(CCCNC(=O)CSc1cc(=O)n(CC)c2ccccc12)c1cccc(C)c1

# (cont.)
SMN2 splice up | mol
7.6% | CCCCSc1ncnc2c1c(-c1ccccc1)cn2-c1cccc(F)c1
16.3% | Cc1cc(Cl)ccc1OCC(=O)Nc1c(Cl)ccc2nsnc12
-2.0% | CCOc1ccccc1-n1c(N)c(C(=O)OC)c2nc3ccccc3nc21
6.7% | CCc1ccc(NC(=O)CSc2nc(C)c(C(=O)Nc3ccccc3)c(-c3ccc(OC)c(OC)c3)c2C#N)cc1
-1.8% | Cc1ccc(NC(=O)c2cc3c(=O)[nH]c4ccccc4c3n2C)cc1F
-25.8% | COc1ccc(N2CCN(C(=O)c3cc4c(-c5ccccc5F)nn(C)c4s3)CC2)cc1
-1.6% | Cc1ccc2nc(NCc3ccccc3)c3nncn3c2c1
-29.1% | CCOC(=O)c1ccc(N2C(=O)c3n[nH]c(-c4ccco4)c3C2c2ccc(OC)cc2OC)cc1 (stereo unspecified)
u | Cc1ccc(-c2nn(CCC(N)=O)c(=O)c3ccccc23)cc1
-6.6% | CCCOc1ccc(Oc2nc(NCC(C)C)nc(N3CCOCC3)n2)nn1
-6.2% | CCC(Oc1ccccc1F)C(=O)Nc1cc(-c2ccccc2)no1 (stereo unspecified)
-6.9% | Cc1cc2c(cc1C)NC(CC(=O)Nc1cccc(Cl)c1)C(=O)N2 (stereo unspecified)
6.4% | Cc1cc(C)n2nc(CNC(=O)c3ccc(Cl)cc3)nc2n1
-0.2% | COc1cccc2cc(C(=O)N3CCN(c4cc(C)ccc4C)CC3)c(=O)oc12
-63.1%[inhibitor] | CCOc1ccc(S(=O)(=O)N(C(C)=O)c2ccc3oc(C)c(C(=O)OC)c3c2)cc1
-13.7% | Cc1cn2c(=O)cc(COc3cc(C)c(Cl)c(C)c3)nc2s1
2.6% | COc1ccc(CN(C(=O)Cc2coc3ccc(C)cc23)C2CCS(=O)(=O)C2)cc1 (stereo unspecified)
-4.4% | O=C(Cn1nnc(-c2ccccc2Cl)n1)Nc1ccc(Br)cc1
-11.5% | COc1ccc(CCNC(=O)CS(=O)Cc2nc(-c3ccc(C)cc3)oc2C)cc1OC (stereo unspecified)
-2.4% | Cc1ccc(-n2c(=O)c3c4c(sc3n(Cc3cc(=O)n5cc(Cl)ccc5n3)c2=O)CCC4)cc1C

# Compounds from the list above that have a cyano group (three):
SMN2 splice up | mol
-10.2% | CCc1ccc2oc(-c3ccc(C)c(NC(=O)c4ccc(C#N)cc4F)c3)nc2c1
-11.4% | N#Cc1c(C(F)(F)F)cc(-c2cccs2)nc1SCC(=O)Nc1ccc(Cl)cc1
6.7% | CCc1ccc(NC(=O)CSc2nc(C)c(C(=O)Nc3ccccc3)c(-c3ccc(OC)c(OC)c3)c2C#N)cc1

# Further entries.
SMN2 splice up | mol
-29.0% | Cc1nc2c(c(C)nn2-c2ccccc2)c(C)c1CCC(=O)Nc1ccc(F)cc1
-1.3% | Fc1ccc(-c2csc(-c3nc(-c4ccc(Br)s4)cs3)n2)cc1
-6.8% | O=C(Cn1ncc2c1-c1ccccc1OC2)N1CCN(c2ccccc2F)CC1
u | Cc1cccc(OCC(=O)Nc2ccc(-c3nc4ccccc4o3)cc2)c1C
14.9% | CCOc1ccc(-n2c(Cc3ccccc3)nnc2SCc2nc(-c3ccccc3OC)no2)cc1
0.2% | COc1ccccc1C1C(C(=O)N2CCCCC2)=C(C)Nc2nc3ccccc3n21 (stereo unspecified)
3.7% | COc1ccc(Cn2cc(C(=O)c3ccc(F)cc3)c(=O)c3cc4c(cc32)OCCO4)cc1
11.2% | COc1ccccc1Oc1nc2c(C)cccn2c(=O)c1/C=C(\C#N)c1nc2ccccc2[nH]1
u | CCCNS(=O)(=O)c1cc(-c2nn3c(C)nnc3c3ccccc23)ccc1C
-7.0% | COc1ccc(CCN2C(=O)N(c3cccc(OC)c3)C(=O)C2CC(=O)Nc2ccccc2)cc1 (stereo unspecified)
u | COC(=O)c1cccc(NC(=O)c2nsc3ccccc23)c1
-59.0%[inhibitor] | COc1ccc(-n2nnnc2C2CCN(S(=O)(=O)c3cc(Cl)ccc3OC)CC2)cc1
-0.6% | Cc1ccc(N(CC(=O)Nc2cccc(F)c2)S(=O)(=O)c2cccs2)cc1
-4.3% | O=C(c1ccc2c(c1)N(Cc1ccccc1F)C(=O)c1ccccc1S2(=O)=O)N1CCCCCC1
2.1% | CCn1c(=O)cc(SCC(=O)Nc2ccc(C)c(F)c2)c2ccccc21
-5.7% | Clc1cccc(N2CCN(c3nc4ccccc4c4nc(-c5ccccc5)nn34)CC2)c1
4.0% | COc1ccc(N2CCN(C(=O)Cn3cnc4sc(C)c(S(=O)(=O)N5CCCCC5)c4c3=O)CC2)cc1
9.5% | Cc1ccc(-c2csc(-c3c(N)c(C(=O)c4ccc5c(c4)OCO5)n4ccccc34)n2)cc1
-0.8% | CCC1CCCCN1C(=O)Cn1c(=O)n(CCCCCC(=O)NCc2ccccc2Cl)c(=O)c2sccc21 (stereo unspecified)
11.9% | Cc1ccc(-c2nnn3c2nc(NCC(C)c2ccccc2)c2ccccc23)cc1 (stereo unspecified)

# Carrying on:
SMN2 splice up | mol
5.5% | Cc1cccc(C(=O)Oc2c(Sc3ccccc3)c(C)nn2C(C)(C)C)c1
-3.8% | CCOc1ccc(C(=O)c2cn(CC(=O)Nc3ccc4c(c3)OCCO4)c3ccc(F)cc3c2=O)cc1
13.6% | COc1ccc2c(CC(=O)Nc3ccc(C)cc3)coc2c1
0.9% | O=C(C1CCN(S(=O)(=O)c2cccs2)CC1)N1CCN(c2ccccc2F)CC1
-13.6% | COc1ccc(Cl)cc1C1CC(=O)Nc2cc3c(cc21)OCCO3 (stereo unspecified)
5.6% | COc1ccc(C2CC(=O)Nc3c2c(=O)[nH]c2nc4ccccc4n32)cc1OC (stereo unspecified)
-5.7% | COc1cc(OC)c(NC(=O)C2=C(C)C(=O)OC23CCCCC3)cc1Cl
-8.6% | O=C(c1ccccc1Cl)N1CCCCC1CCN1CCCCC1 (stereo unspecified)
12.5% | COc1ccccc1NC(=O)c1cc2c([nH]c1=O)CC(C)(C)CC2=O
